Screens as filed in PubChem.
LGR2 antag: inhibitors of bursicon-induced LGR2 CRE-luciferase signal, primary screen, cell-based, HEK293, CRE-luciferase reporter, bursicon stimulation | Drosophila bursicon receptor LGR2 (rickets) | bursicon-stimulated, 4 h | inhibition, % at 9.99 µM | 380,000 compounds, 0.35% hits;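 active means drop in luminescence signal, shown as inhibition above about 50% in the replicate tests, limit read from the data, passing the limit was not always enough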;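 further: agonist challenge used bursicon conditioned medium at about half maximal strength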
miR122 inh: miR-122 Renilla sensor signal increase in Huh7, primary screen, miR-122 inhibitor project, cell-based, single point, plate reader; 340,000 compounds, 0.3% hits; Huh7 miR-122 Renilla luciferase sensor, 48 h; neutral wells = 0, positive control = 100; activation (reporter increase), % at 12.5 µM;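 active means mean replicate activation score at least 90 and every replicate individually at or above 90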;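 further: higher luciferase means less miR-122 activity so hits act as miR-122 inhibitors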
FN deposit inh: inhibitors of fibronectin matrix deposition, primary screen, AH1F cells, Alexa488-fibronectin fluorescence, plate reader; 350,000 compounds, 0.086% hits; inhibition, % at 12.6 µM; AH1F fibroblasts, overnight;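 active means mean inhibition across replicates of 30% or more, regardless of how many single replicates reach that level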;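 further: positive control wells lacked labelled fibronectin entirely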
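test system = AH1F fibroblasts assembling fluorescent fibronectin matrix | quantity = 10000 AH1F cells per well | buffer or medium = DMEM plus 2% serum, read in PBS | doses = single dose, pinned | incubation = 1 h cell attachment, overnight exposure to compound and label | detection = fluorescence at 485 nm excitation, 525 nm emission | read-out basis = inhibition from reduced deposited-fibronectin fluorescence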
PGC1a acetyl inh: inhibitors of PGC1a acetylation signal, primary screen, cell-based, U2OS, AlphaScreen, inhibitor mode. AlphaScreen anti-acetyl-lysine; with virally co-expressed GCN5 acetyltransferase. inhibition, % at 15.6 µM. 350,000 compounds, 0.17% hits. AID 651687, 2012;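 active means every replicate shows inhibition of at least 40%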;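 further: 0% = neutral control wells and 100% = positive control wells; some results beyond the cut were filed as inactive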
Casp6 inh: human caspase-6 inhibitors, primary screen, biochemical, VEID-R110 fluorescence, single point, set 2 | inhibition, % at 12.5 µM | AID 686996, 2013 | purified caspase-6, Z-VEID-R110 cleavage fluorescence | P55212 | 350,000 compounds, 0.53% hits;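 active means mean inhibition across replicates at least about 35%, with every replicate also reaching that limit, limit read from the data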;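 further: 0% = median of neutral control wells and 100% = no fluorescence left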
Target sequence (P55212 24-179 limits assumed): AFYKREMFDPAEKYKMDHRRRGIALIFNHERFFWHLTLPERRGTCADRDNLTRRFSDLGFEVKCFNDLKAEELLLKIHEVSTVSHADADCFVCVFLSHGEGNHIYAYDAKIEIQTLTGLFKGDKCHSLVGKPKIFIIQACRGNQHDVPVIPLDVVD
Target sequence (P55212 194-293 limits assumed): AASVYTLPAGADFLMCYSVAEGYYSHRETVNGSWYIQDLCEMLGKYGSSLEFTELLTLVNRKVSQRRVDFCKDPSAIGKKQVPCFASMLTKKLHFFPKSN
Cneo AK release: Cryptococcus neoformans cell lysis inducers, primary screen, AK release luminescence, single concentration; lysis activity, % at 15 µM; C. neoformans lysis, adenylate kinase release luminescence, 4 h; normalised: neutral wells 0, clomiphene wells 100; 360,000 compounds, 0.2% hits; AID 651654, 2012;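 active means mean lysis activity across replicates of at least 80%, whatever share of replicates individually reach that level; inactive means mean lysis activity below 80%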
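Material: C. neoformans cells | Amount: Yeast cell density of 5 × 10^6 cells/mL | Medium: Fresh YPD growth medium | Dosing: Single dose | Times: Static 4 h at 37 °C with compound, 1 h detection | Detection: AK luminescence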
PAX8 inh HTS: inhibitors of PAX8-driven TPO luciferase reporter, primary screen, RMG-I cells, single concentration. SteadyGlo, 24 h. inhibition, % at 12.6 µM. 360,000 compounds, 1.2% hits. AID 652154, 2013;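 active means mean replicate inhibition at least 60% with every replicate also reaching 60%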;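 further: luciferase light reporting Pax8 driven TPO promoter activity; plate controls were median of neutral control wells for no effect and mitoxantrone controls for full effect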
EWS-Fli inh: EWS/Fli-driven NR0B1 reporter inhibitors, primary screen, A673 cells, NR0B1 luciferase, luminescence, MLPCN library. viability-normalised. inhibition, % at 12.6 µM. 350,000 compounds, 0.67% hits. AID 651661, 2012;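 active means mean inhibition of at least 50% after viability correction, with every replicate also passing that limit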;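 further: firefly luciferase signal divided by Alamar Blue viability fluorescence both relative to DMSO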
Numbers without * were called inactive; / = no result given; [ ] = remark or other dose. Not a hit list. Share with any hit: about 2.5%.

Screens by letter – A = LGR2 antag; B = miR122 inh; C = FN deposit inh; D = PGC1a acetyl inh; E = Casp6 inh; F = Cneo AK release; G = PAX8 inh HTS; H = EWS-Fli inh
> C[C@@H]1CN([C@H](C)CO)C(=O)c2cc(-c3cccc(C#N)c3)cnc2O[C@@H]1CN(C)Cc1ccccc1
  A: -3; B: 4[16.7 µM]; C: /; D: 1; E: 1; F: 1; G: 0; H: -22

> COC(=O)c1cccc(Cn2c(Cl)c(/C=N/NC(=O)c3ccco3)sc2=O)c1
  A: 11; B: 2; C: 2; D: -33; E: -1; F: /; G: 19; H: /

> CCN1CCN(S(=O)(=O)c2cccs2)CC1
  A: -2; B: -2; C: /; D: -2; E: -4; F: 3; G: /; H: 5

> C[C@H]1CN([C@@H](C)CO)C(=O)CCCn2cc(nn2)CO[C@H]1CN(C)S(=O)(=O)c1ccc(-c2ccccc2)cc1
  A: -10; B: -5[16.7 µM]; C: -5; D: -3; E: 2; F: -1; G: 3; H: 4

> OCC#CCSc1nnc(-c2ccccc2Br)o1
  A: 4; B: /; C: 5; D: 3; E: /; F: 1; G: /; H: /

> CCn1ncc(NC(=S)Nc2ccc(OC)c(OC)c2)c1C(N)=O
  A: 0; B: /; C: -7; D: /; E: 10; F: /; G: 9; H: 13

> C[C@@H]1CN([C@H](C)CO)C(=O)c2cc(C#Cc3cccc(F)c3)cnc2O[C@H]1CN(C)CC1CCCC1
  A: 9; B: -16[16.7 µM]; C: /; D: -58; E: 0; F: 3; G: /; H: 43

> COc1cccc(N/C(SCc2ccccc2Cl)=C(/C#N)C(=O)NCc2cccs2)c1
  A: 9; B: /; C: -4; D: /; E: -1; F: /; G: 45; H: -2

> O=C(Nc1ccccc1Cl)Nn1cnnc1
  A: -6; B: 3; C: -1; D: /; E: 1; F: -1; G: -16; H: 1

> O=C(N[C@H]1CC[C@H](CCn2cc(C3(O)CCCC3)nn2)O[C@H]1CO)c1ccccc1F
  A: -4; B: -42[16.7 µM]; C: -3; D: 4; E: -1; F: 1; G: 19; H: 5

> COc1cccc(C(=O)OCC(=O)N2CCc3ccccc3C2)c1OC
  A: 9; B: -1; C: -6; D: 7; E: 1; F: 0; G: -3; H: 9

> C[C@H](CO)N1C[C@H](C)[C@H](CN(C)C(=O)CC2CC2)Oc2cc(-c3cccnc3)ccc2S1(=O)=O
  A: 2; B: -5[16.7 µM]; C: /; D: -14; E: -3; F: 10; G: /; H: -7

> Cc1ccc(NS(=O)(=O)c2ccc3c(c2)CC(=O)N3)cc1C
  A: -3; B: 13; C: 13; D: -12; E: 18; F: -1; G: 11; H: -1

> Cc1cc(O)c(C(C)C)cc1N=Cc1cc([N+](=O)[O-])ccc1O
  A: -19; B: 9; C: 1; D: 3; E: -2; F: 3; G: 12; H: 11

> COc1ccc(NC(=O)Nc2ccc3c(c2)C(=O)N([C@@H](C)CO)C[C@H](C)[C@@H](CN(C)S(=O)(=O)c2ccc(F)cc2)OCCCC[C@@H](C)O3)cc1
  A: -7; B: 2[16.7 µM]; C: -31; D: 1; E: 1; F: 0; G: 14; H: -8

> CCNC(=S)N/N=C/c1cc(C)n(-c2ccc(Cl)cc2)c1C
  A: -11; B: /; C: -34; D: 11; E: -6; F: /; G: -37; H: -62

> Cc1ccc2c(c1)c1nnc(SCC(=O)Nc3ccc(N(C)C)cc3)nc1n2CC(=O)O
  A: 8; B: /; C: -3; D: /; E: 9; F: -1; G: 8; H: -7

> COC(=O)c1cn(C(=O)c2ccc3c(c2)OCO3)c2ccccc12
  A: 5; B: -9; C: -4; D: -1; E: 1; F: -3; G: 3; H: 1

> CC(=O)c1cc2c(cc1NC(=O)Cn1cnc3ccccc3c1=O)OCO2
  A: 11; B: /; C: 7; D: /; E: -3; F: 0; G: 18; H: -3

> COc1ccc(CCC(=O)OCC(=O)c2cccc(OC)c2)cc1
  A: /; B: /; C: 9; D: 12; E: -2; F: /; G: -1; H: 7

One compound at a time (already shown).
COc1ccc(NC(=O)Nc2ccc3c(c2)C(=O)N([C@@H](C)CO)C[C@H](C)[C@@H](CN(C)S(=O)(=O)c2ccc(F)cc2)OCCCC[C@@H](C)O3)cc1 as listed: LGR2 antag: -7; miR122 inh: 2[16.7 µM]; FN deposit inh: -31; PGC1a acetyl inh: 1; Casp6 inh: 1; Cneo AK release: 0; PAX8 inh HTS: 14; EWS-Fli inh: -8
Cc1ccc(NS(=O)(=O)c2ccc3c(c2)CC(=O)N3)cc1C as listed: LGR2 antag: -3; miR122 inh: 13; FN deposit inh: 13; PGC1a acetyl inh: -12; Casp6 inh: 18; Cneo AK release: -1; PAX8 inh HTS: 11; EWS-Fli inh: -1

Individual results from the results shown.
miR122 inh, COc1cccc(C(=O)OCC(=O)N2CCc3ccccc3C2)c1OC stands at -1
PAX8 inh HTS, CCNC(=S)N/N=C/c1cc(C)n(-c2ccc(Cl)cc2)c1C stands at -37

As a working copy, some entries already given:
Screens by letter – A = LGR2 antag; B = miR122 inh; C = FN deposit inh; D = PGC1a acetyl inh; E = Casp6 inh; F = Cneo AK release; G = PAX8 inh HTS; H = EWS-Fli inh
> COc1ccc(NC(=O)Nc2ccc3c(c2)C(=O)N([C@@H](C)CO)C[C@H](C)[C@@H](CN(C)S(=O)(=O)c2ccc(F)cc2)OCCCC[C@@H](C)O3)cc1
  A: -7; B: 2[16.7 µM]; C: -31; D: 1; E: 1; F: 0; G: 14; H: -8

> CCNC(=S)N/N=C/c1cc(C)n(-c2ccc(Cl)cc2)c1C
  A: -11; B: /; C: -34; D: 11; E: -6; F: /; G: -37; H: -62

> Cc1ccc2c(c1)c1nnc(SCC(=O)Nc3ccc(N(C)C)cc3)nc1n2CC(=O)O
  A: 8; B: /; C: -3; D: /; E: 9; F: -1; G: 8; H: -7

> COC(=O)c1cn(C(=O)c2ccc3c(c2)OCO3)c2ccccc12
  A: 5; B: -9; C: -4; D: -1; E: 1; F: -3; G: 3; H: 1

> CC(=O)c1cc2c(cc1NC(=O)Cn1cnc3ccccc3c1=O)OCO2
  A: 11; B: /; C: 7; D: /; E: -3; F: 0; G: 18; H: -3

> COc1ccc(CCC(=O)OCC(=O)c2cccc(OC)c2)cc1
  A: /; B: /; C: 9; D: 12; E: -2; F: /; G: -1; H: 7

Further entries follow.
Screens by letter – A = LGR2 antag; B = miR122 inh; C = FN deposit inh; D = PGC1a acetyl inh; E = Casp6 inh; F = Cneo AK release; G = PAX8 inh HTS; H = EWS-Fli inh
> O=C(O)c1ccc(NCc2nc3ccccc3n2CCOc2ccccc2Cl)cc1
  A: -9; B: -6; C: -4; D: -10; E: -1; F: 3; G: -13; H: 4

> Cc1ccccc1-n1cc(CNC(=O)CCc2nnc(CCc3ccccc3)o2)cn1
  A: 10; B: /; C: 1; D: -2; E: 7; F: /; G: -2; H: -26

> COc1cccc(CNC(=O)Cn2nc(C)c([N+](=O)[O-])c2C)c1
  A: -8; B: 0; C: -5; D: 12; E: 1; F: 0; G: 15; H: 2

> N#Cc1ccccc1OCCCN1CCC(Cc2ccccc2)CC1
  A: 2; B: /; C: 12; D: /; E: -3; F: 4; G: 0; H: 10

> C/C(Nc1ccc(Cl)cc1)=C1/CCOC1=O
  A: -12; B: -6; C: 2; D: 2; E: -1; F: /; G: /; H: 9

> CCCCn1c(SCC(=O)O)nc2ccccc21
  A: 4; B: -1; C: 2; D: 5; E: /; F: 24; G: /; H: /

> CC(C)NC(=O)N(C)C[C@H]1Oc2c(NC(=O)c3nc4ccccc4s3)cccc2C(=O)N([C@H](C)CO)C[C@@H]1C
  A: -12; B: 0[16.7 µM]; C: /; D: 0; E: 1; F: 52; G: /; H: 8

> COc1ccc(CNC(=O)C[C@H]2C[C@H](C(=O)N3CCOCC3)[C@@]3(CCC4CCCC4)c4[nH]c5ccc(Cl)cc5c4CCN3C2=O)cc1OC
  A: 47; B: -1; C: /; D: -5; E: 1; F: 4; G: -9; H: 20

> CO[C@@H]1CN(C)C(=O)c2ccc(NS(=O)(=O)c3ccc(F)cc3)cc2OC[C@@H](C)N(C(=O)NC(C)C)C[C@H]1C
  A: -17; B: 9[16.7 µM]; C: 6; D: 4; E: -1; F: -5; G: /; H: -5

> CC(=O)Oc1cc(O)c2c(c1)OC(c1ccc(OC(C)=O)c(OC(C)=O)c1)C(OC(C)=O)C2=O (centres undefined)
  A: 4; B: /; C: -5; D: 2; E: /; F: 0; G: 4; H: 13

> COc1ccc(C(=O)N/C(=C\c2ccc(Cl)cc2)C(=O)NCC2CCCO2)cc1 (centres undefined)
  A: 9; B: /; C: -2; D: 1; E: 0; F: 1; G: -11; H: /

> CC(C)(C)[S@@](=O)N1Cc2cc(C(=O)NCc3ccc4c(c3)OCO4)nc(-c3cccc(-c4ccccc4)c3)c2[C@H]1CCO
  A: -10; B: /; C: 21; D: 20; E: -2; F: -17; G: 28; H: -7
